TNAP inh hiacc: blocks human TNAP under high phosphate acceptor concentration; P05186; purified TNAP, CDP-star luminescence, 1 M DEA; inhibition, % at 20 µM; 0.03% of 200,000 active;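 active means over 50% inhibition of tissue-nonspecific alkaline phosphatase at 20 µM in the single-dose screen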;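 further: plate controls were DMSO wells for no effect and EDTA-quenched wells as full inhibition for full effect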
Efa HMGR inh: blocks class II HMG-CoA reductase of Enterococcus faecalis; purified E. faecalis HMGR, NADPH absorbance 340 nm kinetic; inhibition, % at 10 µM; 0.41% of 190,000 active; AID 1066;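 active means inhibition above a set limit, the median over all tested compounds plus 3 SD, cut at about 9.5% in these data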;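 further: enzyme runs in reverse so mevalonate oxidation gives rising NADPH absorbance; 0% = complete reaction with DMSO and 100% = background rate lacking mevalonate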
G6PDH counter: inhibits Leuconostoc G6PDH, flagging false hits in G6PDH-based assays; 0.12% of 200,000 active; inhibition, % at 5 µM; AID 1020; Purified L. mesenteroides G6PDH, diaphorase/resazurin coupled fluorescence, 45 min; in the data active means inhibition above about 50%
Diaph act CS: activates diaphorase or chemically reduces, flagging diaphorase assay artifacts. Diaphorase/resazurin coupled assay, resorufin fluorescence, 16 min; stronger effect = higher value; 1 = vehicle wells, 0 = NADH-free wells. activation factor at 20 µM. 0.005% of 190,000 active;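 active means diaphorase activity raised at least twofold by the compound at 20 µM; inactive means activation factor below 2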
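Material: bacterial diaphorase enzyme (C. kluyveri); amount: enzyme 0.07 U/mL final; reagent: NADH substrate 0.114 mM plus resazurin dye 0.1 mM, final; doses: single compound dose of 20 µM, 1% DMSO final; timing: 16 min enzyme reaction, ambient temperature; measured by: fluorescence of resorufin, 544 nm excitation, 590 nm emission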
Diaphorase inh: inhibits diaphorase or chemically oxidizes, flagging diaphorase assay artifacts; 0.69% of 190,000 active; inhibition, % at 20 µM; diaphorase resazurin-to-resorufin fluorescence, NADH, 16 min; bacterial (C. kluyveri) enzyme, not human;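 active means primary screen inhibition at 20 µM above a set limit, cut at about 50% in these data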;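 further: plate controls were DMSO with full reaction for no effect and wells lacking NADH for full effect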
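Assay system: diaphorase enzyme from Clostridium kluyveri; Input: enzyme working solution with 0.14 U/mL diaphorase; Timing: 16 min at room temperature; Technique: resorufin fluorescence, excitation 544 nm, emission 590 nm; Benchmarks: positive control minus NADH, DMSO neutral control.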
TNAP act hi DEA: increases human TNAP activity under high phosphate acceptor concentration; purified TNAP, CDP-star luminescence, 1 M DEA, 30 min; stronger effect = higher value; 0 = EDTA background, 1 = DMSO-only activity; P05186; activation factor at 20 µM; 200,000 tested, under 10 active;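 active means activation factor at least 2 at 20 µM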
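Dosing: 20 µM single point. System: human TNAP. Amount: TNAP 1/800 final. Incubation: 30 min, room temperature. Read-out: TNAP activation factor scaled between EDTA and DMSO control wells. Signal: luminescence from CDP-star hydrolysis. Medium: 1 M DEA, pH 9.8, Mg2+, Zn2+. Control set: EDTA negative control, DMSO positive control.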
PMI act hi M6P: PMI (human) activation, high substrate; coupled PMI enzyme assay, resazurin fluorescence, 20 min; stronger effect = higher value; 1 = untreated enzyme, 0 = substrate-free blank; activation factor at 20 µM; 0.34% of 190,000 active;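 active means activation factor of 2 or more at 20 µM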
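test system = human PMI in coupled enzyme assay | medium = HEPES-buffered pH 7.4 with magnesium and detergent | also added = 1.0 mM mannose-6-phosphate substrate with 0.22 mM NADP+ | compound = 20 µM single dose | times = 20 min incubation at room temperature | measured by = resorufin fluorescence (Ex 544/Em 590 nm) from resazurin via diaphorase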
FLuc stim CS: affects firefly luciferase, flagging false hits in luciferase stimulation screens; ATPlite luciferase biochemical, luminescence, 10 min; 0 = ATP-free wells, 1 = DMSO control; P08659; activation factor at 10 µM; 200,000 tested, under 10 active;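 active means luciferase activation factor, scaled between plate controls, of at least 2 with compound at 10 µM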
Target sequence (P08659 whole entry, looked up): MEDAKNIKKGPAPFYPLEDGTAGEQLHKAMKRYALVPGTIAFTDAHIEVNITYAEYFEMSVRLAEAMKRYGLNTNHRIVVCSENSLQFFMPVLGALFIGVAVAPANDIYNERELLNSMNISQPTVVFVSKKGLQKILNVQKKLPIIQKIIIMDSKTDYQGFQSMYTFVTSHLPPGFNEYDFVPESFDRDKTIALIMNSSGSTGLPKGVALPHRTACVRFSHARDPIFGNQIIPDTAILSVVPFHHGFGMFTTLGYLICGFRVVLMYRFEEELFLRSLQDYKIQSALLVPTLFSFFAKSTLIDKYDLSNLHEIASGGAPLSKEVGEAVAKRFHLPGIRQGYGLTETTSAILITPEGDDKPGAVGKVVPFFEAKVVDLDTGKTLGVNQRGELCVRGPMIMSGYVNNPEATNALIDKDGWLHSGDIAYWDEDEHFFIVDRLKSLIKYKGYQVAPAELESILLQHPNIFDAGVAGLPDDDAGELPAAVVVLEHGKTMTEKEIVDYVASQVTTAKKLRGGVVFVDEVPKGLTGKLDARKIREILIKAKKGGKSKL
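Assay system – cell-free luciferase reagent · Medium – PBS-based ATP solution · Dosing – test compounds dosed from 2 mM stocks in 100% DMSO · Timing – 10 min, room temperature · Technique – light output (luminescence) · Measure – luminescence gain marking luciferase activators · Controls – No-ATP low control, compound-free enzyme-plus-ATP high control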
PMI act: activators of human phosphomannose isomerase | P34949 | purified human PMI, coupled resazurin fluorescence, 20 min; stronger effect = higher value; 1 = vehicle control, 0 substrate-free wells | activation factor at 20 µM | 0.005% of 190,000 active | AID 1214;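 active means activation factor of 2 or more at 20 µM, relative to plate controls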
TNAP inh no acc: blocks human TNAP activity with no phosphate acceptor present. inhibition, % at 20 µM. P05186. 0.26% of 200,000 active. purified TNAP, CDP-star luminescence, 30 min. AID 1012;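 active means tissue-nonspecific alkaline phosphatase inhibition above about 50% at 20 µM in the single-dose screen, limit read from the data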;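 further: 0% = DMSO negative control and 100% = EDTA positive control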
Active calls of the source: *; / = not tested or not shown.

Results follow in this order: Efa HMGR inh	PMI act hi M6P	Diaph act CS	TNAP inh hiacc	PMI act	G6PDH counter	TNAP inh no acc	TNAP act hi DEA	FLuc stim CS	Diaphorase inh
COc1ccccc1C(=O)Nc1nc2nc(-c3ccccc3)cc(=O)n2[nH]1
  -6	1.2	0.9	2	1.1	2	10	1	0.9	8
COC(=O)/C=C(\C)NC(=O)c1ccc(F)cc1
  -5	0.9	0.9	-6	0.8	13	-6	1.1	1	12
COc1ccccc1N1CCN(C(=O)CSc2nnc(NC(=O)C3CC3)s2)CC1
  -4	0.9	0.8	-5	1	2	-10	1.1	1.1	19
CCNC(=O)COC(=O)c1cc(-c2ccccc2)nn1-c1ccccc1
  -4	1.6	0.9	-2	1.5	9	20	1	1	10
COc1cc(/C=N\NC(=O)c2ccc(Cn3cc(Br)c([N+](=O)[O-])n3)o2)cc(OC)c1O
  -4	0.9	0.9	0	1.1	0	-6	1	1	5
Cc1nc2sc3c(O)cc(=O)[nH]c3c2c(C)c1C
  -4	0.9	0.9	0	0.9	4	-8	1	1	8
COc1ccc(S(=O)(=O)Nc2cccc(C)n2)c2ccccc12
  0	1	0.9	-3	1	-4	-8	1	1.1	14
O=C(O)c1ccc2nc(CO)[nH]c2c1
  -2	1.2	1.1	-4	1.2	7	-3	1	1.1	-5
COc1ccc2c(c1OC)C(=O)OC2Nc1nc(-c2cc3cc([N+](=O)[O-])ccc3oc2=O)cs1 (stereo not drawn)
  -1	1	0.9	34	1	-10	35	0.7	1.1	14
CC(C)Cn1c(O)c(N=NC(=O)c2cccc(S(=O)(=O)N3CCCCC3)c2)c2ccccc21
  -2	0.8	0.8	2	0.7	16	-5	1	1	24
O=C(Nc1nccs1)C12CC3CC(C1)CC(C(=O)Nc1nccs1)(C3)C2
  2	1.1	1.1	-10	1.1	10	-8	1.1	1.1	-8
COc1cc(C2CC(C(F)(F)F)n3ncc(C(=O)O)c3N2)cc(OC)c1OC (stereo not drawn)
  -5	0.8	0.9	-2	0.8	1	-8	1	1.1	14
COc1cc(S(=O)(=O)NCC2OCCc3ccccc32)ccc1-n1cnnn1 (stereo not drawn)
  -6	0.9	0.9	0	1	3	-5	1	1	13
O=c1oc2ccccc2c(O)c1/C=C1\C=Nc2ccccc21
  -5	1.1	0.9	-1	1	12	22	1	0.8	6
Cc1nn2cc(-c3ccc(N)cc3)nc2s1
  5	0.9	0.9	-5	0.9	-6	-10	1.1	0.5	7
O=C(NCc1ccc2c(c1)OCO2)c1ccc(Cl)nc1
  -2	0.9	0.9	-3	0.8	4	-14	1	1	6
O=C(CCCCn1c(=O)c2ccccc2n(Cc2ccccc2)c1=O)NC1CCN(Cc2ccccc2)CC1
  1	1	0.9	3	0.9	-1	-16	1	1	8
CN(C)CCn1c(=O)n(Cc2ccco2)c(=O)c2c3c(sc21)CCCCC3
  -4	1	0.9	-7	0.9	3	-6	1.1	1.1	14
CCCCc1n(CC(=O)c2ccc(Cl)cc2)c2ccccc2[n+]1C
  1	1	1	1	1.1	1	4	1	1.1	4
CCn1nnnc1SCC(=O)c1cc(Cl)ccc1OC
  -6	0.9	0.8	-6	1	9	-6	1.1	1	24
O=C(CSc1nnc(CNC(=O)c2ccco2)o1)NC1CCCC1
  2	0.9	1	-2	0.9	8	-2	1	1	3
Cc1ccc(NC(=O)CCC(=O)OCCCC(F)(F)C(F)(F)F)cc1
  0	1	0.8	-5	1	10	-13	1.1	1	20
Cc1ccc2sc(-c3ccc(NC(=O)/C=C\C(=O)O)cc3)nc2c1
  -9	1.1	1.2	4	1.3	-2	8	1	0.2	-16
Cc1nn(C(C)C(=O)Nc2ccc3c(c2)OCO3)c(C)c1[N+](=O)[O-] (stereo not drawn)
  -4	0.8	0.9	-7	0.9	7	-7	1.1	1	11
CC(=C1C(=O)c2ccccc2C1=O)N1CCN(c2ccccn2)CC1
  -2	1.3	0.8	2	1	0	-6	1	1	17
COc1ccc(S(=O)(=O)CC2(O)CCN(C(=O)CC(C)C)CC2)cc1
  1	1.1	1.1	-1	1.2	7	-6	1	1	-6
NS(=O)(=O)c1ccc(N/N=C/c2cn(-c3ccccc3)nc2-c2cccs2)cc1
  -9	0.9	0.7	2	0.9	-35	-1	1	1	26
COc1cc(C)c(Cl)c(C)c1S(=O)(=O)NCc1cccnc1
  -2	1.1	1	-5	0.9	3	-10	1.1	1	-1
C=CCNC(=S)NNC(=O)COc1c(Cl)cc(Cl)cc1Cl
  -1	1	0.9	0	1	-15	2	1	1	10
O=C(NCc1cccnc1)c1ccc(S(=O)(=O)N2CCCCC2)cc1
  4	1	0.9	-3	1	-5	-10	1	1	7

Next part, overlapping the part above by 2 compounds.
Results follow in this order: Efa HMGR inh	PMI act hi M6P	Diaph act CS	TNAP inh hiacc	PMI act	G6PDH counter	TNAP inh no acc	TNAP act hi DEA	FLuc stim CS	Diaphorase inh
C=CCNC(=S)NNC(=O)COc1c(Cl)cc(Cl)cc1Cl
  -1	1	0.9	0	1	-15	2	1	1	10
O=C(NCc1cccnc1)c1ccc(S(=O)(=O)N2CCCCC2)cc1
  4	1	0.9	-3	1	-5	-10	1	1	7
CC(=O)c1ccc(N2CCN(C(=O)C3(S(=O)(=O)c4ccc(Cl)cc4)CC3)CC2)cc1
  0	1	1	-6	1	8	-9	1.1	1	3
CCc1cc(SC#N)ccc1N
  2	1	0.9	2	0.9	4	-8	1	1	10
N#Cc1cc2ccccc2nc1SCc1cccnc1
  0	1.1	1	-5	1	4	-9	1.1	1	4
O=C(NS(=O)(=O)c1ccccc1Cl)c1ccc[nH]1
  -6	1	0.9	-3	1.1	-2	-12	1	1.1	10
COc1ccc(CNC(=O)C2CCCN2S(=O)(=O)c2ccc(Cl)cc2)cc1 (stereo not drawn)
  18*	0.9	0.9	-1	1	4	-5	1	1.1	9
CN(CC1CCOCC1)C(=O)CC1C(=O)NCCN1C/C=C/c1ccccc1 (stereo not drawn)
  0	0.7	0.8	-7	0.9	8	-14	1.1	1	24
Cc1cnc(-c2nnc(N(C)C(=O)C3CCCO3)s2)cn1 (stereo not drawn)
  -4	1.1	0.9	-4	1.1	2	-8	1	1	11
CCN(CC)CCCC1(CN)OCCc2ccccc21 (stereo not drawn)
  0	1.1	0.9	1	1	-10	-4	1	1	11
Cc1cc(NC(=O)Cc2ccccc2)c2ccccc2n1
  -2	1	0.9	2	1	0	-4	1	1	14
COc1cc(C(O)P(=O)(OC(C)C)OC(C)C)cc(OC)c1OC (stereo not drawn)
  -6	0.9	0.9	-2	0.8	14	0	1	1	11
CCc1sc(NC(=O)C(C)C)nc1-c1ccccc1
  3	0.9	1	-2	0.9	2	6	1	1.1	4
Cc1ccc(NC(=O)c2ccc(OC(=O)COc3ccc(Cl)cc3C)cc2)cc1
  4	1	1	-5	1.1	-14	-11	1.1	1	-1
N#CC(C#N)=Cc1ccc(OCC(=O)N2CCOCC2)cc1
  -1	0.9	0.9	0	0.9	7	-11	1	1	6
Nc1ccccc1Nc1cc(-c2ccccc2)nn1-c1ccccc1
  -4	0.9	0.7	2	0.9	5	-9	1	1	29
Cn1c(NNC(=O)CCC2CCCCC2)cc(=O)n(C)c1=O
  -4	0.7	0.8	-6	0.9	14	-13	1.1	1	18
CCOc1ccc2nc3sc(C(=O)N4CCOCC4)c(N)c3cc2c1
  -5	/	/	8	/	8	2	0.9	0.6	/
COc1ccc(NC(=O)CSc2nnc3ccc(-c4ccncc4)nn23)cc1OC
  -9	1.1	0.9	-3	1.1	0	-8	1	1	10

Grouped by structure: those above with fluorine (3)
Results follow in this order: Efa HMGR inh	PMI act hi M6P	Diaph act CS	TNAP inh hiacc	PMI act	G6PDH counter	TNAP inh no acc	TNAP act hi DEA	FLuc stim CS	Diaphorase inh
COC(=O)/C=C(\C)NC(=O)c1ccc(F)cc1
  -5	0.9	0.9	-6	0.8	13	-6	1.1	1	12
COc1cc(C2CC(C(F)(F)F)n3ncc(C(=O)O)c3N2)cc(OC)c1OC (stereo not drawn)
  -5	0.8	0.9	-2	0.8	1	-8	1	1.1	14
Cc1ccc(NC(=O)CCC(=O)OCCCC(F)(F)C(F)(F)F)cc1
  0	1	0.8	-5	1	10	-13	1.1	1	20

Compound activity: PubChem BioAssay, several laboratories
